SENP7 block = inhibitors of human SENP7 protease; Q9BQF6; recombinant SENP7, Z-RLRGG-aminoluciferin luminescence, 40 min; inhibition, % at 5 µM; 330,000 tested, 1.5% active;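 active = inhibition above about 50% at the single test dose, limit read from the data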;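 note: plate controls were DMSO with enzyme for no effect and no enzyme buffer wells for full effect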
Apaf1 inhib = inhibitors of human Apaf-1 apoptosome; O14727; reconstituted apoptosome caspase-3 activity, DEVD-Rh110 fluorescence; inhibition, % at 20 µM; 330,000 tested, 0.71% active; active = inhibition of at least 40% at 20 µM;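 note: plate controls were DMSO wells for no effect and DEVD-CHO caspase inhibitor wells for full effect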
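System: Apoptosome proteins | Medium: Hepes pH 7.5 with detergent and BSA | Also added: Cytochrome c trigger plus (Z-DEVD)2-Rh110 caspase-3 substrate | Incubation: 30 min compound preincubation, 50 min activation, room temperature | Detection: Rhodamine 110 fluorescence at Ex 480/Em 540 nm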
A3G deaminase = blocks human APOBEC3G single-stranded DNA deamination; 330,000 tested, 0.28% active; recombinant A3G, ssDNA deamination FAM/TAMRA fluorescence; inhibition, % at 20 µM; Q9HC16;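 active = inhibition of at least 40% at 20 µM, with no more than 30% in the related APOBEC3A deaminase screen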;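 note: plate controls were DMSO wells with A3G for no effect and wells lacking A3G enzyme for full effect; some compounds called inactive have numbers as strong as hits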
Target sequence (Q9HC16 whole entry, looked up): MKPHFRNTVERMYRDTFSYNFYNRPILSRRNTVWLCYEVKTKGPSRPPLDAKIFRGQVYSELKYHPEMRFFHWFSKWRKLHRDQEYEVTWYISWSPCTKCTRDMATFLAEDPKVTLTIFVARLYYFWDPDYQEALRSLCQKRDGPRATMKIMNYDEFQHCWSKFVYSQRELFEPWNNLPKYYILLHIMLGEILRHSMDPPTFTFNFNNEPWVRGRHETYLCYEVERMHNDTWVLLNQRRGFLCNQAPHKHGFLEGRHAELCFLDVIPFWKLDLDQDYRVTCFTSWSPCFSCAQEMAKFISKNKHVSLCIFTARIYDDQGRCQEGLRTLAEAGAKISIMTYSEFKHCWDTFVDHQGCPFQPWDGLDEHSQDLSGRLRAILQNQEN
SENP1 FRET inh = blocks the human SENP1 SUMO protease catalytic domain; AID 624204; recombinant SENP1 catalytic domain, CyPet-SUMO1-YPet FRET cleavage; inhibition, % at 10 µM; Q9P0U3; 360,000 tested, 0.21% active;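 active = inhibition at least 30% at 10 µM, raw YFP signal under a set limit, fluorescence ratio 0.5 to 1.5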;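 note: 0% = enzyme with DMSO and 100% = no enzyme wells; some results filed as inactive read as strong as hits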
Target sequence (Q9P0U3 419-644 limits assumed): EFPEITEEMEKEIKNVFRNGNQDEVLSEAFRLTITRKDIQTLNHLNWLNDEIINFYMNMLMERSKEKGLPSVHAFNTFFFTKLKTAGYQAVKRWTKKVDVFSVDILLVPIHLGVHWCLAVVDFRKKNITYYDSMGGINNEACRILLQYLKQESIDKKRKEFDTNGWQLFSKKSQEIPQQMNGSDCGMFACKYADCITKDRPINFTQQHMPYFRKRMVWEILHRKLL
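material = recombinant human SENP1 catalytic domain, His6-tagged | quantity = 20 pM enzyme | reagent = 25 nM SUMO1 FRET substrate | compound dosing = 10 µM single point, 0.5% DMSO | timing = 50 min enzyme reaction, room temperature, light-protected | detection = FRET, CFP and YFP emission | control set = no-enzyme low, enzyme-DMSO high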
SENP6 inh = inhibitors of human SENP6 protease. Q9GZR1. Recombinant SENP6 catalytic domain, aminoluciferin luminescence. 330,000 tested, 1.8% active. AID 2599. inhibition, % at 10 µM;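 active = inhibition above about 50% at the single tested dose, limit read from the data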;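 note: plate controls were DMSO wells with enzyme for no effect and DMSO wells lacking enzyme for full effect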
Target sequence (Q9GZR1 628-1112 limits assumed): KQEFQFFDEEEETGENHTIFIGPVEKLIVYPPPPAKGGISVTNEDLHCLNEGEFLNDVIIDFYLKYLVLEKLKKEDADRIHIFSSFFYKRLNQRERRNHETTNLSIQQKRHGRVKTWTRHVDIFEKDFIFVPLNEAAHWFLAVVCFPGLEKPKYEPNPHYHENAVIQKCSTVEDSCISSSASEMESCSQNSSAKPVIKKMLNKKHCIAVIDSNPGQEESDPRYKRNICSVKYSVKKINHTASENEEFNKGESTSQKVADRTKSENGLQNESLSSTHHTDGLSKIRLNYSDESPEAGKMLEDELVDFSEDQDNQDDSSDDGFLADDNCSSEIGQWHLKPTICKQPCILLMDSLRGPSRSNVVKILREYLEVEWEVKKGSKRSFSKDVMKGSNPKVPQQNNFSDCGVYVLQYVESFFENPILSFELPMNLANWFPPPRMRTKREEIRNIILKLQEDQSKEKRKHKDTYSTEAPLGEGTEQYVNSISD
UBC13 polyUb = human UBC13 polyubiquitination inhibition; 330,000 tested, 0.47% active; UBC13 polyubiquitin chain formation, TR-FRET; P61088; inhibition, % at 20 µM; in the data active = inhibition above about 45%, passing the limit was not always enough
SENP8 block-1 = blocks the human protease SENP8; purified SENP8, Z-RLRGG-aminoluciferin cleavage, luminescence; inhibition, % at 10 µM; 330,000 tested, 1.2% active; AID 2540; in the data active = inhibition above about 50%
SENP8 block-2 = blocks human SENP8 cleavage of Nedd8 substrate. recombinant SENP8, Nedd8 substrate fluorescence. Q96LD8. 360,000 tested, 0.64% active. inhibition, % at 20 µM. AID 602440; in the data active = inhibition mostly above about 40%, no sharp cut-off; inactive = mostly below about 27%
* marks the source's active call; other numbers are inactive results; i = inactive; / = not tested or not shown.

SMILES	SENP7 block	Apaf1 inhib	A3G deaminase	SENP1 FRET inh	SENP6 inh	UBC13 polyUb	SENP8 block-1	SENP8 block-2
O=C(c1cccs1)n1nc(-c2ccccc2)nc1NCc1ccco1	6	17	0	-1	-9	7	-5	-12
O=C(CCS(=O)(=O)c1ccccc1)Nc1nc(-c2ccc(F)cc2)cs1	-4	4	-2	4	3	-5	-4	-7
COc1ccc2c(c1)c1ncn(CCCN3CCOCC3)c(=O)c1n2C	-5	1	-8	-2	-8	4	-10	-324
N#Cc1c(N2CCN(C(=O)c3ccco3)CC2)nc(-c2ccccc2)c2c1CCCC2	3	27	10	-16	12	13	-4	-288
Cn1c(=O)c2c(nc(NCc3ccco3)n2CC(O)COc2ccccc2)n(C)c1=O (stereo unspecified)	7	6	-9	0	12	-12	1	18
CCN(C(=O)CSc1nnc(-c2ccccc2C)n1C)c1c(N)n(Cc2ccccc2)c(=O)[nH]c1=O	12	-1	-7	1	0	-6	-2	0
O=C(Nc1ccc2oc(-c3ccccc3F)nc2c1)c1ccco1	16	12	1	-3	22	-8	9	-363
O=C1Nc2ccccc2Nc2ccccc21	7	14	1	1	15	0	-7	21
c1cn(CCCNc2ncnc3nc[nH]c23)cn1	-1	-1	-7	0	-6	4	4	5
COc1ccc(CCCC(=O)NC2CCCCC2)cc1	-9	9	29	3	4	-12	-5	8
Cc1noc(NS(=O)(=O)c2ccc(NC(=O)c3ccc(OC(C)C)cc3)cc2)c1C	2	4	4	1	16	-11	4	7
CCc1nnc(NC(=O)c2cccs2)s1	-2	-3	-9	3	1	-3	-1	2
N#Cc1c(C(F)(F)F)cc(-c2ccccc2)[nH]c1=O	0	7	0	-112	-3	9	-6	-288
Cc1cccc(NC(=O)COn2nnc3ccc(S(C)(=O)=O)cc32)c1	7	-10	0	2	-7	-2	3	8
COC(=O)CCC(=O)OC1(C)C(=O)C=C2C=C(C3CC3)N(c3ccc(CO)cc3)C=C2C1=O (stereo unspecified)	-3	6	0	/	3	-62	-3	/
CCOc1ccccc1N1CCN(CC(=O)NC(C)c2ccccc2)CC1 (stereo unspecified)	18	-7	-20	-1	-8	-6	-7	8
CCc1ccc2c(c1)C(c1ccc(N3CCOCC3)cc1)=NNC(c1ccncc1)=N2	3	17	-9	2	-15	18	-3	21
O=C(Nc1ccc(N2CCCCC2)cc1)c1cncc(Br)c1	52*	0	-1	4	-36	-13	30	22
O=C(CN1c2cccc3cccc(c23)S1(=O)=O)NCCc1ccccc1	-1	2	-4	-1	6	8	13	i
Cc1ccc2c(c1)[C@@H]1[C@H](CO2)[C@H](c2ccccc2)[C@@]2(C)C(=O)N[C@H](C)C(=O)N12	0	5	-3	1	0	7	-1	-5
COc1nnc(-c2ccc(N3CCOCC3)c(NC(=O)c3ccc(C)cc3)c2)c2ccccc12	-1	31	-11	0	-5	-16	-1	-63
COc1cccc(NC(=O)COC(=O)c2sccc2C)c1	3	-3	-9	3	0	15	-14	18
COc1ccc(NC(=O)C2CCCN(S(C)(=O)=O)C2)cc1 (stereo unspecified)	14	-10	-8	1	-16	3	-11	14
O=[N+]([O-])c1cccc(CSc2cccc[n+]2[O-])c1	4	-11	-9	0	3	8	0	10
COCCN(C(=O)COC(=O)CCC(=O)c1ccc(C)cc1)c1c(N)n(Cc2ccccc2)c(=O)[nH]c1=O	-8	-1	-9	-4	-13	-5	-6	-8
O=C(CSc1nnc(CNC(=O)c2ccccc2)o1)NCc1ccc(F)cc1	2	3	-6	-1	-6	-1	11	8
Cc1cc(Cl)ccc1OCCCC(=O)NCC1CCCO1 (stereo unspecified)	-6	0	-3	-1	-12	-1	0	18
CCOc1ccccc1N1CCN(C(=O)CCCN2C(=O)c3cccc4cccc(c34)C2=O)CC1	6	24	2	0	-3	-7	0	-31
CC(=O)Nc1ccc2[nH]ccc2c1	-9	0	-10	3	-21	4	-9	12
Cc1ccc(S(=O)(=O)c2cc3c(=O)n4ccccc4nc3n(CCc3ccccc3)c2=N)cc1	-13	9	4	-21	27	-10	-6	-135
O=C(O)c1cc([N+](=O)[O-])ccc1NCCO	4	6	1	0	10	-5	-6	17
CCc1cccc(NC(=O)CCCn2nc(CC)n3c(cc4occc43)c2=O)c1	3	2	-4	3	17	-3	8	-136
O=C1c2ccccc2C(Nc2ccc(Cl)cn2)N1Cc1ccccc1 (stereo unspecified)	-1	15	-6	0	-25	14	-2	10
COc1ccc(C(=O)Nc2ccc(Cl)cc2C(=O)NCc2ccco2)cc1	1	-5	-2	2	-1	14	7	-162
Oc1ccc(/C=N/NC(=S)N/N=C/c2ccc(O)cc2)cc1	26	-30	-9	-2	62*	8	37	-77
Cc1onc(-c2ccccc2Cl)c1C(=O)N1CCN(C=O)CC1	-11	-2	-7	0	-12	-1	-11	15
CS(=O)(=O)C1=NSC2=NC(=O)/C(=C\c3ccc(OS(=O)(=O)c4ccccc4)cc3)C(=N)N21	-5	-2	-2	-60	-5	-8	1	-31
CCCCCOC(=O)Cn1c(N2CCOCC2)nc2c1c(=O)[nH]c(=O)n2C	0	2	-7	0	-15	-3	-9	19
CCc1ccc(NC2=NCC(=O)N2Cc2ccc3c(c2)OCO3)cc1	8	-2	-3	0	-17	3	5	21
COc1ccccc1C(=O)OCC#CCSc1nnc(-c2cccc3ccccc23)o1	-12	16	-10	0	-2	2	-14	-240

The closing two records of the part before are carried over, then new ones follow:
SMILES	SENP7 block	Apaf1 inhib	A3G deaminase	SENP1 FRET inh	SENP6 inh	UBC13 polyUb	SENP8 block-1	SENP8 block-2
CCc1ccc(NC2=NCC(=O)N2Cc2ccc3c(c2)OCO3)cc1	8	-2	-3	0	-17	3	5	21
COc1ccccc1C(=O)OCC#CCSc1nnc(-c2cccc3ccccc23)o1	-12	16	-10	0	-2	2	-14	-240
Cc1ccc(C(=O)N/C(=C\c2ccc(-c3cccc([N+](=O)[O-])c3)o2)C(=O)NCCCN(C)C)cc1	8	1	-4	0	-40	48*	2	17
Cc1nc(NCCc2ccccc2)c2nnn(Cc3ccccc3)c2n1	6	6	-5	-3	-13	3	-19	1
Cc1cccn2c(=O)c3cc(C(=O)NC4CCCCC4)n(C)c3nc12	-4	5	-4	-91	11	10	0	-404
COc1ccc(/C(C)=N/NC(=O)c2nc(C)cc(C)n2)cc1	4	-7	-2	3	-9	3	6	5
COc1ccc(OCC(=O)NNC(=S)NC(=O)C2CC2)cc1	-6	13	14	1	-3	79*	-14	7
Cc1ccc2c(C(=O)CCl)c(C)[nH]c2c1	4	-6	-4	2	-12	12	0	20
C=CCN=C1CCCc2c1[nH]c1ccc(C)cc21	-3	3	-9	2	-17	18	-11	-288
O=C(CCC(=O)NNc1nc2ccccc2c2nc(-c3ccccc3)nn12)NCCCN1CCOCC1	-8	4	-4	1	-13	-2	-9	9
CC(C)OC(=O)C1C2C=CC3(CN(CC4CCCO4)C(=O)C13)O2 (stereo unspecified)	-9	12	-5	4	-6	-2	-5	5
COC(=O)C1=C(C)N(C)C(C)=C(C(=O)OC)C1c1cccc(Br)c1	3	9	-5	-2	-6	-7	-3	-17
CC1CN(S(=O)(=O)c2csc(C(=O)Nc3ccccc3)c2)CC(C)O1 (stereo unspecified)	-1	1	-4	1	-11	0	3	13
O=CN/C=C/c1cc(O)ccc1O	0	6	61	-2	11	-10	7	-196
Cn1c(SCC(N)=O)nnc1-c1cnccn1	-8	8	-1	2	-15	-2	-2	14
Cc1ccc(C(=O)Nc2ccccc2C(=O)O)cc1S(=O)(=O)NCc1ccccc1	-7	3	-5	0	-17	-4	-15	9
CCOC(=O)C1CCN(C(=O)CCc2nnc3ccc(N4CCN(C)CC4)nn23)CC1	1	5	-1	-2	-8	0	3	4
c1ccc(C2CCC3(CC2)Oc2ccccc2C2CC(c4cccnc4)=NN23)cc1 (stereo unspecified)	1	-1	-6	/	11	2	-1	/
CC(=O)c1cccc(NC(=O)C2C3C=CC(C3=C(c3ccccc3)c3ccccc3)C2C(=O)O)c1 (stereo unspecified)	-8	10	-4	-1	-13	-10	1	-2
CCCNC(=O)C12CCC(C)(C(=O)O1)C2(C)C (stereo unspecified)	0	-26	-7	0	-21	7	-2	19
CCOc1ccc(-n2c(-c3ccccc3)nnc2-c2ccccc2)cc1	1	5	-3	-2	-7	5	-1	27
CCOC(=O)C1=C(NC(=S)NC(=O)c2ccccc2)c2ccccc2CC1C(C)C (stereo unspecified)	-3	21	0	1	-1	-1	-1	22

Retrieved by structure from the list above, two records:
SMILES	SENP7 block	Apaf1 inhib	A3G deaminase	SENP1 FRET inh	SENP6 inh	UBC13 polyUb	SENP8 block-1	SENP8 block-2
O=C1c2ccccc2C(Nc2ccc(Cl)cn2)N1Cc1ccccc1 (stereo unspecified)	-1	15	-6	0	-25	14	-2	10
O=C1Nc2ccccc2Nc2ccccc21	7	14	1	1	15	0	-7	21

Other results follow.
SMILES	SENP7 block	Apaf1 inhib	A3G deaminase	SENP1 FRET inh	SENP6 inh	UBC13 polyUb	SENP8 block-1	SENP8 block-2
Cc1cc(=O)[nH]c2c1c(C)nn2-c1ccccc1	0	5	-2	-2	-5	0	2	5
COc1ccc(Cl)cc1NC(=S)NCCC(c1ccccc1)c1ccccc1	5	3	-5	3	2	2	-3	11
CC(=O)Nc1nc(C)c(Cc2ccccc2)c(=O)[nH]1	-15	5	-5	0	-25	0	-13	16
CCOc1ccc(C2C(C(=O)c3ccco3)=C(O)C(=O)N2CCCn2ccnc2)cc1OC (stereo unspecified)	-5	0	-1	-12	-11	-12	2	-11
CC[C@]12c3[nH]c4cc(-c5ccco5)ccc4c3CCN1C(=O)[C@@H](CC(=O)NCCc1ccccn1)C[C@@H]2C(=O)N1CCN(C(=O)C2CC2)CC1	-4	8	6	-27	/	/	/	-384
CCCCc1nnc(NC(=O)C(=O)OCC)s1	-2	-8	-13	1	8	-8	4	10
CCC(=O)Nc1cc2c3c(c1)CCC(=O)N3CCC2	-4	5	4	2	1	-6	7	7
CCOC(=O)C1(Cc2cccc(F)c2)CCN(CC2CC2)CC1	-7	0	-4	-4	-37	-4	-5	9
COC(=O)[C@]1(C)N[C@H](c2ccc(-c3ccc(Cl)c(Cl)c3)c(OC)c2)[C@@H]2C(=O)N(C)C(=O)[C@@H]21	-11	21	-3	-1	-5	17	-2	-234
COc1ccc(S(=O)(=O)N2CCOC2CNC(=O)C(=O)NCCc2c[nH]c3ccccc23)cc1 (stereo unspecified)	2	3	-4	1	0	7	2	13
CCOc1ccccc1-n1c(SCC(=O)NC(C)(C)C)nnc1-c1ccoc1C	1	11	-7	-1	-6	3	-4	16
O=C(Cn1c(NCCO)nc2ccccc21)c1ccc(F)cc1	0	-4	-5	1	-2	-1	2	12
CC(=O)NCC(=O)NC(Cc1ccccc1)C(N)=O (stereo unspecified)	8	-4	-3	0	6	2	4	21
O=C(c1cccc(Cl)c1)C1CCCN(C(=O)c2ccc3c(c2)OCO3)C1 (stereo unspecified)	1	4	-4	0	-10	3	5	6
Nn1cc(-c2ccccc2)nc1SCC(=O)Nc1ccc2c(c1)OCO2	3	17	0	0	-11	-1	-1	10
COc1ccc(S(=O)(=O)N2CCCCC2)cc1NC(=O)c1[nH]c(C)c(C(C)=O)c1C	7	7	-5	1	12	16	0	-26
COC(=O)c1c(C)[nH]c(C(=O)COc2ccc3ccc(=O)oc3c2)c1C	-5	10	-5	-9	-10	1	-9	-224
COc1ccc2nc(NC(=O)CN(C)S(=O)(=O)c3cccs3)sc2c1	7	6	-11	7	-28	-6	0	-1

Printed as active in SENP6 inh, of those listed so far:
| canonical_smiles | SENP7 block | A3G deaminase | SENP1 FRET inh | SENP6 inh | UBC13 polyUb | SENP8 block-1 |
| --- | --- | --- | --- | --- | --- | --- |
| Oc1ccc(/C=N/NC(=S)N/N=C/c2ccc(O)cc2)cc1 | 26 | -9 | -2 | 62* | 8 | 37 |
